High-throughput results deposited in PubChem BioAssay by National Center for Advancing Translational Sciences (NCATS).
KDM5B inh: inhibitors of human KDM5B histone demethylase; KDM5B demethylase, FDH-coupled NADH fluorescence (FDH is formaldehyde dehydrogenase); Potency, µM (titrated, usually from 57.7 µM), without a hit: top-dose activity change, negative = inhibition, usual class: inhibitors; actives 2.6% (n = 220,000); active means well fitted inhibition curve with a large enough effect; inconclusive means small, poorly fitted or top-dose-only effect; inactive means no such curve, though single readings can be large or run the other way; further: 0% is about no effect; nearly all actives have a fitted effect of over 70% in size
Target sequence (Q9UGL1 whole entry, looked up): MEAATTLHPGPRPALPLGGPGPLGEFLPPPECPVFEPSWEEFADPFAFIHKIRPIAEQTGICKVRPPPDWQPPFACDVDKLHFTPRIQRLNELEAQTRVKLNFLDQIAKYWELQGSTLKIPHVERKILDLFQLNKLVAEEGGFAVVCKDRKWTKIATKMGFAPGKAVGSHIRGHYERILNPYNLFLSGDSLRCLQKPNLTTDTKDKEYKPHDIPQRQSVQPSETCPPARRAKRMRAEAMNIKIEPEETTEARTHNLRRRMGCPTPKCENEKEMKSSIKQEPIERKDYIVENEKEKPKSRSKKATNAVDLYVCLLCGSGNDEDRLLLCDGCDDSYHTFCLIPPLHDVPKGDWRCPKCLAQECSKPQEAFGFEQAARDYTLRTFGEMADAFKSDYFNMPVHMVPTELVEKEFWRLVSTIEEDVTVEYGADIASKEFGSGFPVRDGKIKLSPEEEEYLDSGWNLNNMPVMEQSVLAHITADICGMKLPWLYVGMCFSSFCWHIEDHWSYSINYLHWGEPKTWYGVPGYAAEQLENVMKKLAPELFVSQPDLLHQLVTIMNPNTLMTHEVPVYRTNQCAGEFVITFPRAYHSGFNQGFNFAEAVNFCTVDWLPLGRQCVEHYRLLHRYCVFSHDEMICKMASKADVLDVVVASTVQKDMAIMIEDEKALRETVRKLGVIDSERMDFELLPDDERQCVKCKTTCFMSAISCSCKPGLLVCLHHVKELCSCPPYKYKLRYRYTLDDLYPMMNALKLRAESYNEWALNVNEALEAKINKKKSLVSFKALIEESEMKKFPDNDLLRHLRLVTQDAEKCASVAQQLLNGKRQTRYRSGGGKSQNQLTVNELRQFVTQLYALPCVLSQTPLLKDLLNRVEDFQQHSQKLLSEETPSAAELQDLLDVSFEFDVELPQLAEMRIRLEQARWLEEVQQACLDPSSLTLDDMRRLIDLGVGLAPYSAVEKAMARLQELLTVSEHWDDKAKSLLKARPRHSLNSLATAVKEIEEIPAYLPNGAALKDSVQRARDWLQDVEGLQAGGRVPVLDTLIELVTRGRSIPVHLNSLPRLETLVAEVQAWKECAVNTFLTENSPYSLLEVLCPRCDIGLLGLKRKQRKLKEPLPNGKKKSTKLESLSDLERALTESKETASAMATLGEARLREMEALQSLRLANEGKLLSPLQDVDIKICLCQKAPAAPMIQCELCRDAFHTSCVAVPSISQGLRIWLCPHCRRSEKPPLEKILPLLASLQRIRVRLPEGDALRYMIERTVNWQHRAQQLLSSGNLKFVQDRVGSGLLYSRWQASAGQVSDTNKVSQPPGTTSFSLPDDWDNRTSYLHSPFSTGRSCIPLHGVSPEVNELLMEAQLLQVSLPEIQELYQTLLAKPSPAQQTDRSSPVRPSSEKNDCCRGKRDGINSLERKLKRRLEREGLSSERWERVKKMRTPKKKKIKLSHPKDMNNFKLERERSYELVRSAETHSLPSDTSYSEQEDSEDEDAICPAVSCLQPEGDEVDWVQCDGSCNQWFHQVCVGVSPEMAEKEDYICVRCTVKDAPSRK
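Measured: NADH fluorescence change, 30 min, RT. System: KDM5BΔAP 200 nM final, H3K4me3 peptide, α-KG, Fe(II), ascorbate, NAD⁺ plus FDH, pH 7.5 HEPES. Compounds: titrated, 10 min pre-incubation with enzyme.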
Active calls of the source: *; ? = inconclusive; [ ] = another dose, or the depositor's remark. Potency means the concentration at half of the fitted maximal effect. The list is partial; count on the stated rates, not on these rows.

SMILES | KDM5B inh
COc1ccc(N2CC(c3noc(-c4ccc(C)cc4C)n3)CC2=O)cc1 (stereo unspecified) | ?
O=C(CCn1c(=O)c2cccn2c2cccnc21)N1CCN(c2cccc(Cl)c2)CC1 | -22.9%
COc1ccc(C(=O)CCC(=O)Nc2ccc(C)c(Cl)c2)cc1 | 14.5%
COc1ccc(N2CCN(C(=O)c3cc(NS(=O)(=O)c4ccc(F)cc4)ccn3)CC2)cc1 | -29.1%
Cc1ccc(-c2nnc(C3CN(C(=O)c4ccc(C)nc4)CC34CCOCC4)o2)cc1 (stereo unspecified) | -10.9%
O=C(COC(=O)c1ccccc1-c1ccccc1)c1ccccc1 | -6.6%
COc1ncccc1-c1cnc2[nH]cc(CC(=O)N(C)Cc3ccccc3)c2c1 | 28.2µM*
O=C(c1ccc(C(F)(F)F)cc1)N1CCN2C(=O)N(C3CCCCC3)C[C@H]2C1 | 20.4%[86.2 µM]
CC(C)CCCC(=O)N1C[C@@H](C(=O)O)C[C@@H](C(=O)NCc2ccncc2)C1 | 3.6%
COc1ccc2c(c1)CCN=C2C[C@H]1CN(C(=O)c2ccc(F)cc2)CC[C@H]1CC(=O)O | ?

More records follow:
SMILES | KDM5B inh
COc1cc(C(=O)N/N=C/c2ccc(OC(=O)c3ccccc3Cl)cc2)ccc1O | -17.9%
O=Cc1cccn1-c1ccccc1Br | -9.0%
COc1ccc(CCNC(=O)c2csc3c2CCCCC3)c(OC)c1 | -21.3%
CCOc1ccc(S(=O)(=O)NCCc2sc3nc(-c4ccc(F)cc4)nn3c2C)cc1 | -13.6%
O=C(NCC(O)COc1ccc([N+](=O)[O-])cc1)Nc1ccccc1 (stereo unspecified) | 10.7%
CCN1c2cc(C(=O)Nc3cccc(F)c3)ccc2C(=O)N2CCCCC21 (stereo unspecified) | ?
Cc1ccc2oc(=O)c3cc(C(=O)Nc4ccc(C)c(F)c4)sc3c2c1 | 10.9%
O=C(Nc1ccc(Cl)cc1)c1cc2nc(-c3ccc4c(c3)OCO4)cc(C(F)(F)F)n2n1 | -18.7%
Cc1ccc(C)c(C(=O)N2CCC3(CC2)N(C)C(=O)CS3(=O)=O)c1 | 7.2%
COc1ccc(NC(=O)N[C@H]2C[C@@H](c3nc(-c4ccncc4)no3)N(C)C2)cc1 | 18.4%[86.2 µM]

The list goes on.
SMILES | KDM5B inh
COc1cccc([S+](=O)([O-])N2CCn3c(nn(-c4ccc(Cl)cc4)c3=O)C2)c1 | 13.4%[115 µM]
COc1cc(/C=C(/C#N)C(=O)Nc2cccc(C(F)(F)F)c2)ccc1OC(F)F | ?
COc1ccc(-n2nc3c(c2NC(=O)c2cc4ccccc4o2)CS(=O)(=O)C3)cc1 | -5.9%
Cc1ccc(-n2c(=O)c3c(C)c(C)sc3n(Cc3ccc(F)cc3Cl)c2=O)cc1C | -0.5%
Cc1ccc(C(=O)c2cn(Cc3cccc(F)c3)c3nc(C)ccc3c2=O)cc1 | -26.3%
COc1ccc(NC(=O)CSc2ncc(-c3ccc(F)cc3)o2)cc1 | 22.2%
O=C(Cc1cccs1)NC1CCCN(c2cc(-c3ccccc3)[nH]n2)C1 (stereo unspecified) | ?
CN(CC(=O)Nc1ccc(Cl)cc1)CC(=O)N(C)C1(C#N)CCCCC1 | -19.3%
Cc1cc(=O)n(CC(=O)Nc2cc(F)ccc2F)c(-c2ccccc2)n1 | -21.4%
Cc1ccc(OCCN)c(C)c1 | 18.9%

Part of the list above, field by field.
SMILES: Cc1ccc2oc(=O)c3cc(C(=O)Nc4ccc(C)c(F)c4)sc3c2c1
  KDM5B inh: 10.9%
SMILES: O=Cc1cccn1-c1ccccc1Br
  KDM5B inh: -9.0%
SMILES: COc1ccc(N2CC(c3noc(-c4ccc(C)cc4C)n3)CC2=O)cc1 (stereo unspecified)
  KDM5B inh: ?
SMILES: O=C(Cc1cccs1)NC1CCCN(c2cc(-c3ccccc3)[nH]n2)C1 (stereo unspecified)
  KDM5B inh: ?

The list goes on:
SMILES | KDM5B inh
CCC(C)c1ccc(NS(=O)(=O)c2c(C)[nH]c(=O)[nH]c2=O)cc1 (stereo unspecified) | 16.3%
O=C(c1ccc2c(=O)n3c(nc2c1)CCCCC3)N1CCN(c2ccccc2)CC1 | 16.4%
COc1ccccc1-c1noc(CCCC(=O)Nc2cc(C)ccc2C)n1 | 12.9%
CC(NC(=O)CCc1cn(Cc2ccccc2Cl)c2ccccc12)c1ccccc1 (stereo unspecified) | -18.5%
CN1CCOc2c(C(=O)NCC[S+](C)(=O)[O-])cc(-c3ccccc3)cc21 | 31.6µM*
Cc1ccc(NC(=O)Cc2n[nH]c(=O)c3ccccc23)c(O)c1 | 16.3%
O=C(O)c1cccc(CSc2ccc(Cl)cc2Cl)c1 | 2.2%
COC(=O)c1ccc(/C=C(/C#N)C(=O)c2c(Cl)cccc2Cl)cc1 | ?
Cc1cccc(-c2noc(CN(C(=O)c3ccc(C)c(C)c3)C(C)C)n2)c1 | -22.2%
CC(C)CCNC(=O)CCNC(=O)NCc1nc2c(cnn2-c2ccccc2)c(=O)[nH]1 | 11.2%

Next part.
SMILES | KDM5B inh
Cc1cccc(-c2nc3cnccn3c2NCCC(=O)N(C)C)c1 | 31.6µM*
CC(C)c1noc([C@@H]2C[C@H](NS(=O)(=O)c3ccccc3)CN2C)n1 | ?
CCSc1ncc(Cl)c(C(=O)Nc2ccc(S(=O)(=O)N(C)c3ccccc3)cc2)n1 | ?
CN(C(=O)c1cccc(N)c1)C1CCCCC1 | 11.6%
Cc1cccc(NC(=O)Cn2c(=O)n(CCCCCC(=O)NCc3ccc4c(c3)OCO4)c(=O)c3sccc32)c1 | -1.8%
Cc1c(C)c(C)c(S(=O)(=O)Nc2ccc3[nH]c(=O)[nH]c3c2)c(C)c1C | -7.5%
COc1ccc(COC(=O)c2[nH]c3c(c2C)C(=O)CC(c2ccc(OC)c(OC)c2)C3)cc1 (stereo unspecified) | 5.2%
CC1(COc2ccccc2)COc2ccc(C(=O)NCc3cccc(F)c3)cc2N1 (stereo unspecified) | 31.6µM*
C/C=C/C=C/C(=O)Nc1ccccc1SC | ?
CNC(C)c1cccc(F)c1 (stereo unspecified) | -11.2%[230 µM]

Next section:
SMILES | KDM5B inh
Cn1c(=O)c2c(nc(Cl)n2CCOc2ccccc2Cl)n(C)c1=O | 12.7%
Cc1ccc(OCC(O)Cn2c(N)nc3c2c(=O)n(C)c(=O)n3C)cc1 (stereo unspecified) | 19.0%
CC1CCC2(CC1)OCC(C(=O)NC(C)(C)C)N2C(=O)c1ccc(F)cc1 (stereo unspecified) | 8.1%
N#C/C(=C\c1ccc(-c2cccc(C(=O)O)c2)o1)c1nc2ccccc2[nH]1 | ?
COc1ccc(NC(=O)c2cc(S(=O)(=O)N3CCOCC3)cn2C)cc1Cl | -11.3%
CN1C(=O)C(CC(=O)NCC2CC2)=C2CCCCC21 (stereo unspecified) | -3.8%
Cc1ccc2nc(N3CCN(C(=O)CCC(=O)O)CC3)nc(-c3ccccc3)c2c1 | ?
CCCCc1oc2c(c(=O)c1CC)C(=O)CC(C)(C)C2 | 35.7%[activator]
CC[C@H]1CN(C(=O)c2ccccc2)CC[C@H]1CC(=O)N1CCOCC1 | 13.2%[86.2 µM]
O=C(O)CC1(CC(=O)NCc2ccccn2)CCCCC1 | -26.4%

More structures follow.
SMILES | KDM5B inh
Cc1cc(C(=O)N2C[C@@H](COCC3CC3)[C@H](c3ccncc3)C2)no1 | -5.9%
COc1ccc(-n2c(=O)c3c4c(sc3n3c(SCCC(C)C)nnc23)COC(C(C)C)C4)cc1 (stereo unspecified) | -8.1%
C=C(C)Cn1c(N(C)C)nc2c1c(=O)[nH]c(=O)n2C | -7.9%
Cn1nccc1C(=O)N1CCC(Cc2nc(C3CC3)n[nH]2)C1 (stereo unspecified) | 12.3%
CSc1oc(-c2ccc(F)cc2)nc1S(=O)(=O)c1ccc(Br)cc1 | -6.3%
COc1ccc(NC(=O)c2cc(-c3ccc[nH]3)n[nH]2)cc1OC | -30.2%
Cn1c(=O)c2c(ncn2Cc2cccc3ccccc23)n(C)c1=O | 10.3%
Cc1c(F)cccc1NC(=O)N1CCCC(c2noc(COc3ccccc3F)n2)C1 (stereo unspecified) | -24.8%
O=C(Nc1ccc(F)cc1)c1cc2cccnn2n1 | ?
Cc1ccc(O)c(NC(=O)c2cc(-c3ccccn3)nc3ccccc23)c1 | 16.9%

Going on with the list.
SMILES | KDM5B inh
Cc1cc(/C=C(/CCCC(=O)O)c2nc3ccccc3s2)cc(C)c1O | ?
CCC1Oc2ccc(NC(=O)c3ccc4c(c3)OCO4)cc2CN(Cc2ccc(F)cc2)C1=O (stereo unspecified) | ?
O=C(c1nc(-c2ccc(Cl)cc2)n2c1CCCCC2)N1CCN(c2ccccc2F)CC1 | -8.8%
COCCN1CCN(C[C@@H]2C=C(C)[C@H](Cc3nnc(C)o3)C[C@H]2C(C)C)CC1 | -7.6%[86.2 µM]
COCCN1C(=O)C(CC(=O)O)=C2CCCCC21 (stereo unspecified) | 13.0%
O=C(c1cc(=O)c2ccccc2o1)N(Cc1ccccc1Cl)C1CCS(=O)(=O)C1 (stereo unspecified) | 3.4%
CCCN(CC1CCOC1)C(=O)CCCc1ccccc1 (stereo unspecified) | 19.3%
Cc1ccc(CN(C)C(=O)c2ccccc2OC2CCN(Cc3ccccn3)CC2)o1 | ?
Cc1ccc(S(=O)(=O)Cc2noc([C@@H]3C[C@@H](O)CN3C3CCOCC3)n2)cc1 | ?
CCOC(=O)C1CCN(C(=O)c2cc3ccc4ccc(C)[nH]c4c3n2)CC1 | -18.1%

The list continues:
SMILES | KDM5B inh
CC(C)N1CNc2c(c(=O)[nH]c(=O)n2-c2cccc(Cl)c2)C1 | -7.4%
CCOc1ccccc1C1NC(=O)N(CC(=O)NCc2ccc(F)cc2)C2=C1C(=O)OC2 (stereo unspecified) | 22.3%
COc1cc(SC)ccc1C(=O)OCC(=O)Nc1cc(C)ccc1C | 8.1%
O=C(CN1C(=O)NC2(CCCC2)C1=O)Nc1cc(Cl)ccc1N1CCCC1 | -10.5%
CCCCCCc1ccc(-c2ccc(CC)cc2)nc1 | 17.6%
O=C(Nc1ccc(Cl)cc1Cl)c1cn2c(n1)CN(C(=O)c1cccnc1)CC2 | 0.9%[115 µM]
CCCc1noc(-c2cn(C3CCN(C(=O)c4ccc(OCC)cc4)CC3)nn2)n1 | -18.3%
Cc1ccc2c(COC(=O)COc3ccc(C)c(C)c3)cc(=O)oc2c1 | 9.6%
O=C(Cc1ccc(Cl)cc1)N1CCC(n2cc(-c3nc(-c4ccccc4)no3)nn2)CC1 | -7.7%
CN1CCCCCCN(C(=O)c2nccc3ccccc23)[C@H]2CCC[C@H]2C1=O | 19.2%

The list continues.
SMILES | KDM5B inh
COc1ccc(OCC(=O)Nc2ccncc2)cc1 | 0.8%
Cc1cc(C)c(C#N)c(N2CCC3(CCC(=O)N(CC(C)O)C3)CC2)n1 (stereo unspecified) | 28.2µM*
COc1cc(OC)cc(C(=O)OCc2nc3ccccc3o2)c1 | -8.8%
Fc1cccc(Cl)c1Cn1c(CN2CCOCC2)nc2ccccc21 | 2.4%
CCc1cccc(C)c1NC(=O)CSC1CCCC1 | -14.3%
CCn1cc(S(=O)(=O)N2CC[C@H]3C(=O)NCCCCCCN(Cc4ccncc4)[C@@H]3C2)cn1 | ?
Cc1cc2nc(/C(C#N)=C/c3cccc(Oc4ccccc4)c3)[nH]c2cc1C | 21.9%
CC1(C)CC(=O)C2=C(C1)OC(c1ccccc1)(C(C)(C)C)NC2=O (stereo unspecified) | ?
CCOc1cc(NCCN2CCOCC2)c([N+](=O)[O-])cc1OCC | 11.2%
CC(OC(=O)c1ccc(NC(=O)CC#N)cc1)C(=O)Nc1ccc(N2CCOCC2)cc1 (stereo unspecified) | -12.2%

Other compounds:
SMILES | KDM5B inh
O=C1COc2ccc(Nc3cccc(F)c3)nc2CN1CCOc1ccccc1 | ?
Cc1ccc(C)c(-n2ccnc2SCC(=O)Nc2ncc(C)s2)c1 | -1.3%
Cc1ccc(C(=O)NC(C)(C)C)cc1I | 25.6%
NC(=O)c1ccc(Nc2cnc3ccc(-c4ccccc4)nn23)cc1 | -34.0%[86.2 µM]
N#C/C(=C\c1ccc(OC(=O)c2ccccc2)cc1)C(=O)Nc1ccccc1 | -20.4%
Cc1ccc2cc(CN(Cc3ccco3)C(=O)c3ccco3)c3nnnn3c2c1 | -8.5%
CCOC(=O)Nc1ccc(C(=O)OCC23CC4CC(CC(C4)C2)C3)cc1 | 2.9%
COc1cccc2[nH]c(C(=O)N[C@@H](C)C(=O)Nc3ccc4c(c3)OCCO4)cc12 | ?
O=C(NCCc1ccccc1F)C1CC=CCC1 (stereo unspecified) | 8.6%
CCCN(C(=O)C1CCN(S(=O)(=O)c2c(C)noc2/C=C/c2ccc(C)cc2)CC1)c1ccccc1F | -23.3%

Remaining list, next part.
SMILES | KDM5B inh
Cn1nc(C2CCCN(C(=O)c3cccnc3)C2)n(-c2ccccc2)c1=O (stereo unspecified) | 0.8%
c1ccc(-c2ccc(CNCCN3CCCC3)cc2)cc1 | -7.1%
COn1c(=O)c(-c2ccccc2)[n+]([O-])c2ccccc21 | 4.9%
CN(C)C1CCCN(C(=O)c2ccc(CN3CCCC3)o2)CC1 (stereo unspecified) | ?
CCC(=O)N1CCc2cc(S(=O)(=O)NC(C(=O)NCc3ccccc3Cl)C(C)C)ccc21 (stereo unspecified) | 0.0%
C=CCNC(=O)c1ccccc1Nc1ccccc1 | 4.3%
C[S+](=O)([O-])N1Cc2ccccc2CC2(CCCCN2Cc2ccncc2)C1 (stereo unspecified) | -7.3%[115 µM]
COc1ccccc1-c1nc(C(=O)N2CCOCC2)n2ccccc12 | 89.1µM*
CN(C)S(=O)(=O)c1cc(NC(=O)c2ccc(-n3ccnc3)c([N+](=O)[O-])c2)ccc1Cl | 16.3%
